High-throughput results deposited in PubChem by several laboratories.
SKN-1 inh – inhibitors of C. elegans SKN-1; C. elegans VP596 Pgst-4::GFP/RFP ratio, acrylamide-induced, 24 h; inhibition, % at 21.8 µM; 0.49% of 360,000 active; AID 624304;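 active = interference check ratio from 0.5 to 1.5 plus GFP to RFP signal ratio inhibition reaching or exceeding a fixed threshold, cut at about 30% in these data, passing the limit was not always enough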; also: some compounds called inactive have numbers as strong as hits
NRP1-CendR mod – alters CendR peptide binding to human NRP-1. O14786. FAM-RPARPAR peptide binding to NRP-1, fluorescence polarization. inhibition, % at 25 µM. 0.85% of 360,000 active;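 active = inhibition or corrected inhibition above about 18%, plus a signal ratio from 0.5 to 1.5, limit read from the data, passing the limit was not always enough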; also: strong numbers were not always called active
MT1-MMP act inh – blocks activation of human MT1-MMP | HT1080 RFP-PRO-GFP cells, GFP/RFP ratio fluorescence, overnight; percent of plate control window, DMSO zero | GFP/RFP ratio change, % at 20 µM | 0.061% of 360,000 active;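 active = GFP/RFP ratio change of at least 30% with cell ATP level not reduced by more than half and red fluorescence within 50% of control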; also: strong numbers were not always called active
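Material – HT1080 RFP-PRO-GFP cells · Control set – DMSO wells and RFP-L50D-GFP cells · Incubation – overnight cell settling, then overnight compound exposure, 37 °C, 5% CO2 · Compound dosing – single-point 20 µM compound, 1% DMSO · Read-out – GFP/RFP fluorescence ratio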
TbMetRS inhib – blocks T. brucei methionyl-tRNA synthetase activity | purified T. brucei MetRS, ATP depletion, Kinase-Glo luminescence | 0.4% of 360,000 active | inhibition, % at 11.9 µM;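 active = inhibition above a per-plate cutoff of the control wells' mean inhibition plus 3 SD, cut at about 5.5% in these data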;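 also: 0% = DMSO wells median and 100% = median of wells with control inhibitor compound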
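Test system – parasite MetRS enzyme · Reagent – substrates ATP, L-methionine and bulk Escherichia coli tRNA · Doses – 11.9 µM compound single dose, 0.9% DMSO · Times – 15 min enzyme-compound preincubation, 2 h reaction, 10 min detection, 25 °C · Signal – Kinase-Glo luminescence, ATP depletion format · Controls – DMSO-only wells as low control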
MsrA act – activators of bovine methionine sulfoxide reductase A; AID 602163; purified bovine MsrA, absorbance read-out; 0.3% of 360,000 active; activation, % at 10.6 µM; in the data active = activation above about 7.5%;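 also: 0% = vehicle and 100% = reference activator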
FAS TE block – blocks the thioesterase domain of human fatty acid synthase; P49327; recombinant FAS-TE, OMFH fluorogenic substrate, fluorescence endpoint; inhibition, % at 15 µM; 0.67% of 360,000 active;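 active = compounds whose normalised, plate-corrected inhibition of enzyme fluorescence in the single-dose primary screen is 50% or more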;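 also: 0% = DMSO with enzyme and 100% = substrate without enzyme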
E coli Lon inh – inhibits E. coli Lon protease | inhibition, % at 7.94 µM | P0A9M0 | 0.42% of 360,000 active | purified E. coli Lon protease, fluorescence polarization; in the data active = inhibition above about 13%, passing the limit was not always enough;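 also: 0% = enzyme with probe and DMSO and 100% = no enzyme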
MsrA inh – inhibitors of bovine MsrA; 0.75% of 360,000 active; purified bovine MsrA, absorbance read-out; AID 651718; inhibition, % at 15.5 µM; in the data active = inhibition above about 4.5%;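 also: 0% = vehicle wells with enzyme and 100% = reference inhibitor wells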
MLLE-PAM2 inh – blocks PAM2 peptide binding to the PABP1 MLLE domain. P11940. GST-MLLE / FITC-PAM2 fluorescence polarization. inhibition, % at 20 µM. 0.36% of 360,000 active; in the data active = inhibition above about 35%, passing the limit was not always enough;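 also: plate controls were DMSO wells with GST-MLLE for no effect and wells lacking GST-MLLE protein for full effect; some results filed as inactive read as strong as hits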
Target sequence (P11940 whole entry, looked up, the tested form may be a part): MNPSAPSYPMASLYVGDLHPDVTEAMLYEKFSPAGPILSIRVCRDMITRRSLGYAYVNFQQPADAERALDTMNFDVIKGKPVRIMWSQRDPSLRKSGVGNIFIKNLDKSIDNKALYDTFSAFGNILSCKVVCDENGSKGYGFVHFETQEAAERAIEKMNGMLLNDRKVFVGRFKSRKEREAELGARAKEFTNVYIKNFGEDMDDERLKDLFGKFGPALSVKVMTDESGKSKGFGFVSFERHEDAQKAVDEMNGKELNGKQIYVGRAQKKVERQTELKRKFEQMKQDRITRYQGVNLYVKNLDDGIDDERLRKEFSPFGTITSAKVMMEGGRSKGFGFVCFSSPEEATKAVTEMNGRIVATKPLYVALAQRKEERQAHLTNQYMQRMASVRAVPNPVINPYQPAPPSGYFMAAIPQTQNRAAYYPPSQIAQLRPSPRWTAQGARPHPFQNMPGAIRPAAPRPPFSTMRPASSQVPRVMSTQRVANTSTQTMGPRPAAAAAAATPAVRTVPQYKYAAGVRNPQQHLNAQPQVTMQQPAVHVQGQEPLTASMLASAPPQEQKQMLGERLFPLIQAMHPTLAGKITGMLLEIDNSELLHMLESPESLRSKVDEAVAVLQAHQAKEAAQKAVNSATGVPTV
* = called active by the depositor; x = no result given; & = joins results of further samples.

SMILES	SKN-1 inh	NRP1-CendR mod	MT1-MMP act inh	TbMetRS inhib	MsrA act	FAS TE block	E coli Lon inh	MsrA inh	MLLE-PAM2 inh
Cn1cc(C=O)c2ccccc21	-8	-17	-1	-0.6	-3	-7	0	1.4	2
CCOc1ccc(/C=N\NC(=O)CC(=O)NCCc2ccccc2)cc1	1	3	-2	0.1	-2	-4	0	-1.3	-2
CCNC(=O)c1sc2cc(C)ccc2c1Cl	5	14	1	-0.8	-5	-2	-6	-0.2	-4
CC1CC(C)CN(CCCNC(=O)CN2C(=O)c3cccnc3Oc3ccccc32)C1 (stereo not drawn)	3	6	-13	-1.1	-1	-5	14	-0.2	1
CN(Cc1ccccc1)C1=CC(=[N+]2CCCC2)CC(C)(C)C1	-1	-1	-17	0.4	-5	-5	-9	5.5*	-123
CCOc1ccccc1N1CCN(C(=O)c2c(-c3ccccc3Cl)noc2C)CC1	6	-12	-1	0.1	0	-4	-10	0.3	1
OCCSc1ncnc2c1oc1ccccc12	-19	11	2	-0.5	-9	-4	0	1.8	4
COc1ccc(S(=O)(=O)Nc2ccc3c(c2)C(=O)N([C@@H](C)CO)C[C@H](C)[C@H](CN(C)CC2CC2)O3)cc1	4	-3	1	0.9	-2	-10	-5	-1.0	5
O=C(Nc1ccc(N2CCN(C(=O)c3cccs3)CC2)cc1)c1cccnc1Cl	-3	15	-1	0.0	-1	0	2	0.5	-9
COc1ccc(S(=O)(=O)N2CCC(C(=O)Nc3ccc4c(c3)OCCO4)CC2)cc1OC	-10	-4	9	-1.7	-12	-3	13	0.3	0
OCC1(CCc2ccccc2)CCN(C/C=C/c2ccccc2)CC1	9	-5	2	0.4	-1	-2	0	-1.0	-4
CCc1nnc(NC(=O)CN2CCN(Cc3cccc(OC)c3)CC2)s1	0	0	0	-0.9	-7	-6	2	-0.2	2
CN(Cc1ccc(C(C)(C)C)cc1)C(=O)c1ccc2c(=O)n3c(nc2c1)CCC3	1	0	0	0.0	-1	46	-6	-0.1	11
COc1cccc2ccc(CC(O)(c3ccccc3)c3ccccc3)nc12	12	3	1	0.3	0	25	-9	1.2	4
CCOc1cc(/C=N/NC(=O)CN2CCOCC2)ccc1OCc1ccc(Cl)cc1	15	-1	-4	-1.0	-7	0	-3	2.3	-10
CCn1cc(C2=NC(C)CO2)c2ccccc21 (stereo not drawn)	18	-3	2	-0.7	-9	-5	3	0.7	2
Cc1ccc(CNC(=O)CCNC(=O)Cn2ccc3ccccc3c2=O)cc1	25	5	1	-0.8	0	-6	-7	-0.1	2
CCOc1ccc(NC(=O)NCCCn2c(C)nc3cc(C)c(C)cc32)cc1	10	9	2	-0.8	-3	1	-10	-0.6	-2
COc1ccccc1C(=O)Nc1nc(-c2ccc3c(c2)OCCO3)cs1	-9	-8	1	-0.7	-3	21	-13	1.6	-3
Cc1ccc(N2CC(C(=O)Nc3cccc(C(=O)NC4CC4)c3)CC2=O)cc1 (stereo not drawn)	-10	2	-4	0.1	-2	-5	-22	0.6	-13
COCCn1c(SCC(=O)OC(C)C)nnc1-c1ccccc1	25	2	-2	-0.5	0	-4	3	1.4	-1
COC(=O)C1=C(C)N=c2s/c(=C/c3cccs3)c(=O)n2C1c1ccc(F)cc1 (stereo not drawn)	35*	-50	7	0.8	-2	14	0	-0.5	-12
Cc1cccc(N2CC(C(=O)OCC(=O)c3c(N)n(CC(C)C)c(=O)n(C)c3=O)CC2=O)c1C (stereo not drawn)	5	5	5	-0.4	-3	-3	1	1.0	1
Nc1cccc(-n2nncc2-c2ccccc2)c1	8	8	2	-1.1	-1	-3	-2	1.3	-1
Cc1ccc([N+](=O)[O-])cc1N(CC(=O)N1CCCCC1)S(C)(=O)=O	3	6	-3	-1.1	-4	-1	-6	-0.9	7
Cc1ccc(S(=O)(=O)N(C)C[C@@H]2Oc3ccc(NC(=O)CCC(F)(F)F)cc3CC(=O)N([C@@H](C)CO)C[C@@H]2C)cc1	2	-5	14	-0.1	-1	-9	-3	-1.0	-2
O=C(Nc1c2c(nn1-c1ccccc1)CS(=O)(=O)C2)c1ccc(Br)o1	5	-9	1	-0.1	0	-3	-8	1.3	0
CC1(C(=O)NS(=O)(=O)c2ccccc2OC(F)(F)F)CCN1C(=O)Cc1ccccc1 (stereo not drawn)	25	2	-3	-0.4	-4	-10	-2	-0.5	14
COc1cccc(NC(=O)CN(C)CC(=O)c2c(C)[nH]c3ccccc23)c1	4	6	-3	-0.1	-3	5	4	0.0	-29
CCOC(=O)N1CCN(C(=O)c2ccccc2N(Cc2ccccc2)S(=O)(=O)c2ccc(OC)cc2)CC1	8	11	1	0.6	-2	13	1	-0.9	-10

Single values from above.
In MLLE-PAM2 inh, Cc1ccc(S(=O)(=O)N(C)C[C@@H]2Oc3ccc(NC(=O)CCC(F)(F)F)cc3CC(=O)N([C@@H](C)CO)C[C@@H]2C)cc1 has -2
In MLLE-PAM2 inh, O=C(Nc1c2c(nn1-c1ccccc1)CS(=O)(=O)C2)c1ccc(Br)o1 has 0

(cont.)
SMILES	SKN-1 inh	NRP1-CendR mod	MT1-MMP act inh	TbMetRS inhib	MsrA act	FAS TE block	E coli Lon inh	MsrA inh	MLLE-PAM2 inh
O=C(NCc1cccs1)c1cc(-c2ccccc2)nn1CC1CC(c2cccc([N+](=O)[O-])c2)=NO1 (stereo not drawn)	7	30*	-2	-0.3	-1	19	-3	1.3	-1
CC1(C)CC(=O)C=C(c2ccc3ccccc3c2)C1	12	-2	4	0.6	-8	12	3	1.6	7
O=C(O)C(CCCCNS(=O)(=O)c1ccc(F)cc1)NS(=O)(=O)c1ccc(F)cc1 (stereo not drawn)	0&2	0&3	-4&-4	-1.9&-0.3	-13&-3	-1&-5	-10&-4	-0.9&-0.2	-14&13
Cc1ccc(C(=O)Nc2cccc(C(=O)NCc3ccco3)c2)cc1	16	-7	-2	-0.5	-3	-7	-5	0.7	2
Cc1ccccc1NC(=O)Nc1nc(CN)cs1	-7	-1	-1	0.5	-1	-8	3	-1.5	-24
Cc1cccc(NC(=O)c2onc3c2CCCC3)c1C	8	16	-3	-1.7	-3	-2	-2	0.3	-7
CCC(C(=O)NCc1cccnc1)n1nc(C)c2sc3ccccc3c2c1=O (stereo not drawn)	25	7	0	-0.2	-2	-1	-5	1.2	6
CCC(=O)Nc1ccc(C(=O)NNC(=O)c2cccs2)cc1	-9	-4	-2	-0.2	-4	-9	-7	-0.2	5
COc1ccc(C(=O)Nc2cc(C(F)(F)F)ccc2Cl)cc1OC	7	-11	3	-0.2	-3	5	-2	-0.5	-3
Cc1ccc(OCCc2csc(N)n2)cc1	3	0	2	0.1	-2	-3	9	-2.0	12
Cc1ccc(S(=O)(=O)N(C)C)cc1NC(=O)COc1ccc(-c2nnco2)cc1	-7	7	0	-0.1	-4	-8	15	-0.1	8
Cc1ccc(-n2nnnc2SCc2nnc(-c3ccccc3Br)o2)cc1	0	8	0	-1.1	-9	9	-3	-0.1	-97
CCc1ccc(NC(=O)NC2CCCCCCC2)cc1	5	19	-6	-0.4	-4	14	5	1.6	10
CN1CCN(S(=O)(=O)c2cccc(C(=O)NC3(C)CCS(=O)(=O)C3)c2)CC1 (stereo not drawn)	-1	4	3	-0.3	-3	-5	-3	0.7	2
O=C1NCCC12C(=O)Nc1ccccc12 (stereo not drawn)	16	10	4	1.3	-3	-7	-3	0.0	-11

As a short view, some entries already given.
SMILES	SKN-1 inh	NRP1-CendR mod	MT1-MMP act inh	TbMetRS inhib	MsrA act	FAS TE block	E coli Lon inh	MsrA inh	MLLE-PAM2 inh
Cc1ccc(C(=O)Nc2cccc(C(=O)NCc3ccco3)c2)cc1	16	-7	-2	-0.5	-3	-7	-5	0.7	2
Cc1ccccc1NC(=O)Nc1nc(CN)cs1	-7	-1	-1	0.5	-1	-8	3	-1.5	-24
Cc1cccc(NC(=O)c2onc3c2CCCC3)c1C	8	16	-3	-1.7	-3	-2	-2	0.3	-7
CCC(C(=O)NCc1cccnc1)n1nc(C)c2sc3ccccc3c2c1=O (stereo not drawn)	25	7	0	-0.2	-2	-1	-5	1.2	6
CCC(=O)Nc1ccc(C(=O)NNC(=O)c2cccs2)cc1	-9	-4	-2	-0.2	-4	-9	-7	-0.2	5
COc1ccc(C(=O)Nc2cc(C(F)(F)F)ccc2Cl)cc1OC	7	-11	3	-0.2	-3	5	-2	-0.5	-3

Further compounds:
SMILES	SKN-1 inh	NRP1-CendR mod	MT1-MMP act inh	TbMetRS inhib	MsrA act	FAS TE block	E coli Lon inh	MsrA inh	MLLE-PAM2 inh
CCC(C)C(NC(=O)OC(C)(C)C)C(=O)NC(C(=O)NC(C)C(N)=O)C(C)C (stereo not drawn)	12	11	0	-0.3	-2	-13	-9	-0.1	12
O=c1[nH]c(=O)c2[nH]c(=S)n(-c3ccccc3)c2[nH]1	-6	4	-1	0.0	2	-9	-6	0.0	34
COc1ccccc1Cc1c(-c2cccc(Br)c2)nc2c(C)cc(Br)cn12	16	-30	-2	-0.5	-3	19	-13	-1.2	-27
CCOC(=O)N1CCC(n2c(SCC(=O)NCc3ccco3)nc3ccsc3c2=O)CC1	6	0	-4	-0.5	-2	-4	-5	x	-15
COc1cccc(Oc2coc3c(CN4CCOCC4)c(O)ccc3c2=O)c1	1	17	2	-1.5	-14	-6	-6	1.8	2
Cc1c(C(=O)C(=O)N2c3ccc(F)cc3CCC2C)c2ccccc2n1C (stereo not drawn)	0	1	6	-0.2	2	15	4	2.6	3
COCCSc1nnc(NC(=O)Cc2ccccc2OC)s1	-12	-7	4	-0.3	-4	-7	-13	0.4	16
COc1cc(NC(=O)c2sc3ncn(CC(=O)N4CCCC(C)C4)c(=O)c3c2C)cc(OC)c1OC (stereo not drawn)	10	-3	0	0.0	-1	0	-15	0.2	-4
CC(CNC(=O)CN(C)CC(=O)Nc1ccccc1Br)c1ccccc1 (stereo not drawn)	6	3	1	-0.2	1	-2	2	0.4	5
CSc1cc(-c2ccc(Cl)cc2)c(C(=O)NN)s1	-13	-2	21	-0.1	2	-8	-6	2.1	-4
Cc1noc(C)c1-c1ccc(C(=O)NCCC(F)(F)F)c2occc12	10	-21	11	-0.1	0	-6	-9	1.5	-13
Cc1ccc(C(=O)Cc2nnc(C)s2)cc1	5	7	0	0.0	-3	-7	3	-1.0	11
